# Screening data from PubChem BioAssay.
# MCL1 BIM primary: disrupts human MCL1 binding to BIM-BH3 peptide; Q07820; actives 0.68% (n = 320,000); GST-MCL1 / FITC-Bim-BH3 fluorescence polarization; inhibition, % at 10.9 µM; AID 2057;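 active means inhibition above the mean inhibition of all tested compounds plus 3 SD, set per campaign, cut at about 40% in these data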;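 further: 0% = DMSO wells and 100% = unlabeled Bim-BH3 peptide control; higher means more loss of mP so more displacement of Bim peptide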
# Target sequence (Q07820 whole entry, looked up): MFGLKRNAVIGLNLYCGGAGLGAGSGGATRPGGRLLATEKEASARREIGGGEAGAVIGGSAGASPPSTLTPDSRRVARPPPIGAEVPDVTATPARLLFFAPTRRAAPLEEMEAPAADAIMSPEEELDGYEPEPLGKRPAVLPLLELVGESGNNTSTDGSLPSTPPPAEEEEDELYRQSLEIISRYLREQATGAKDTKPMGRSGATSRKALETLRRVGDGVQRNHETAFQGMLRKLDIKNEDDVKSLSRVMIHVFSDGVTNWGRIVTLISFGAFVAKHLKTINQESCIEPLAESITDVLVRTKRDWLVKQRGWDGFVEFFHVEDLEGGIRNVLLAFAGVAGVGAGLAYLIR
# CIT2 TOR yeast: modulators of TOR pathway CIT2-GFP in S. cerevisiae | S. cerevisiae CIT2-GFP strain, flow cytometry, 3 h; 100 means same as DMSO wells | GFP response vs DMSO, % at 10 µM | actives 0.065% (n = 320,000);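 active means GFP response relative to DMSO above a set limit, near the screen mean plus 3 SD, cut at about 150% in these data; inconclusive means Fewer than 70 cells measured for a yeast strain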;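 further: ratio of well median GFP fluorescence to mean of DMSO wells on the plate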
# VLA-4 inh: inhibition in a human VLA-4 binding assay. VLA-4 expressing cells, ligand binding flow cytometry. inhibition, % (about 7 µM as worked out from the volumes in the protocol). actives 0.2% (n = 330,000); in the data active means inhibition above about 50%
# Fam108B inh: Fam108B inhibition, counter-screen for RBBP9 inhibitors. recombinant Fam108B, FP-Rh probe fluorescence polarization. actives 0.33% (n = 300,000). inhibition, % at 9.51 µM;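 active means inhibition above the screen mean inhibition plus 3 SD, computed separately per campaign, cut at about 18% in these data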;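 further: inhibitors lower polarization as less probe binds the enzyme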
# GRK2 inh: human GRK2 inhibition via aptamer displacement; P25098; bead flow cytometry, FAM-aptamer displacement from GRK2; inhibition of aptamer binding, % at 10 µM; actives 0.59% (n = 330,000); AID 488847;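 active means inhibition of aptamer binding above 40%, roughly 3 SD of noise, on plates passing a quality check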;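 further: median bead fluorescence of bound FAM aptamer so fluorescent compounds give negative values; no value below 0 was filed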
# GLD-1 RNA inh: GLD-1-TGE RNA interaction inhibition (C. elegans); purified GLD-1 + fluorescein TGE RNA, fluorescence polarization; inhibition, % at 5.96 µM; actives 0.44% (n = 320,000); AID 2280;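 active means percent inhibition above a per-plate cutoff, the plate mean of test compounds plus 3 SD, cut at about 30% in these data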;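 further: 0% = DMSO wells with GLD-1 and probe and 100% = wells lacking GLD-1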
# Target sequence (Q17339 whole entry, looked up): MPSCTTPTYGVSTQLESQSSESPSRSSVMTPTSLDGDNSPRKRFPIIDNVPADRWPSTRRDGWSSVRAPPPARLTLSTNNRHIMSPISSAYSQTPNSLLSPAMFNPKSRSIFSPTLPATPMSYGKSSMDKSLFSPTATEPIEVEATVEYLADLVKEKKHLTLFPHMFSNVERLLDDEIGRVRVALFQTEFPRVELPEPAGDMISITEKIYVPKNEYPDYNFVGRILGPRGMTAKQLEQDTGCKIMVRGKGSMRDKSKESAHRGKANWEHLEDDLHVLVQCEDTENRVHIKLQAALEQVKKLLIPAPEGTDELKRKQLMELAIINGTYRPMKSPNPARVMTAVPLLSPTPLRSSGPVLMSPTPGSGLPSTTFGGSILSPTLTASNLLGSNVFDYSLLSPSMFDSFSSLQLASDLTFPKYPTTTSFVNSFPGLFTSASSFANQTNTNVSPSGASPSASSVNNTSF
# Bcl-xL primary: blocks human Bcl-xL binding to Bim BH3 peptide. Q07817. GST-Bcl-xL / FITC-Bim BH3 peptide fluorescence polarization. inhibition, % at 10.9 µM. actives 0.7% (n = 320,000). AID 2129;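 active means inhibition above the mean of all tested compounds plus 3 SD, cutoff set per campaign, cut at about 30% in these data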;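 further: 0% = DMSO wells and 100% = unlabeled Bim-BH3 peptide competitor; inhibitors lower millipolarization by displacing the labeled peptide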
# Target sequence (Q07817 whole entry, looked up): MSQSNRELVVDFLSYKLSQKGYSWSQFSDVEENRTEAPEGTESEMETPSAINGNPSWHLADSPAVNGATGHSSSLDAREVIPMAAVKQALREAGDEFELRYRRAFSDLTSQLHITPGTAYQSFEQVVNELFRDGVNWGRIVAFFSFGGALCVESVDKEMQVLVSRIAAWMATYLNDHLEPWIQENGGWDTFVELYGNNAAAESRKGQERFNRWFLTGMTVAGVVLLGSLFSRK
# MEX-5 binding: C. elegans MEX-5 TCR-2 RNA binding activity; activity score (negative = inhibition of binding), % at 10 µM; AID 1832; MEX-5/FITC-TCR2 RNA binding, fluorescence polarization; active compounds read low; actives 0.38% (n = 300,000); Q9XUB2;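 active means inhibition past about -25% in most replicates, and total fluorescence under double the plate's negative control median, limit read from the data; inconclusive means replicates evenly split on the limit, or fluorescence at least double controls; inactive means too little inhibition in most replicates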;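 further: 0% = DMSO and -100% = 5 µM competing unlabeled TCR2 RNA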
# AGP1-GFP MLPCN: alters AGP1-GFP fluorescence in TOR pathway yeast screen; AID 2066; S. cerevisiae AGP1-GFP multiplex flow cytometry, 3 h; GFP as percent of DMSO wells; actives 0.02% (n = 320,000); GFP response vs DMSO, % at 10 µM;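 active means GFP response relative to DMSO above a set limit, near screen average plus 3 SD, cut at about 150% in these data; inconclusive means fewer than 70 cells counted for the yeast strain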;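 further: median GFP channel fluorescence of the gated AGP1 strain per well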
# Starred values were filed as active, the others as inactive; u = inconclusive; x = no result given; & = joins results of further samples.
structure	MCL1 BIM primary	VLA-4 inh	MEX-5 binding	AGP1-GFP MLPCN	GRK2 inh	Fam108B inh	CIT2 TOR yeast	Bcl-xL primary	GLD-1 RNA inh
CCN(CC)CCn1c2ccccc2c2n[nH]c(=S)nc21	19.9	6.8	-2.3	111.1	0.0	-1.5	109.6	16.4	0.7
COCCN(Cc1ccccc1)C(=O)c1cccc(S(=O)(=O)N2CCN(c3ccccc3)CC2)c1	2.4	-6.6	3.0	93.7	0.0	5.7	95.4	3.9	-3.7
CCN(CC)CCNS(=O)(=O)c1ccc(/C=C/C(=O)O)cc1	-2.2	7.8	-1.0	98.4	0.0	-1.3	98.5	4.3	-1.5
CCOc1ccc(NC(=O)N2CCC(C(N)=O)(N3CCCCC3)CC2)cc1	5.6	10.8	-1.0	104.7	0.0	2.5	99.3	3.5	8.8
COCCNC(=O)CSc1ccc(Cl)cc1	-0.6	-9.5	-0.9	99.7	0.0	-5.8	104.6	-3.4	5.0
Cc1ccc(NC(=S)NC(NC(=O)Cc2cccc3ccccc23)C(Cl)(Cl)Cl)cc1 (stereo unspecified)	5.2	-12.0	4.9	101.5	0.0	-22.6	100.5	2.6	9.1
O=C(CSc1nccc(=O)[nH]1)N1CCOCC1	-1.1	14.8	-3.3	91.5	0.0	-6.2	89.7	4.0	4.6
CCOc1ccc(CN(C(=O)c2cc3ccccc3oc2=O)C2CC2)cc1	-2.7	7.1	0.6	99.3	0.0	-0.8	89.0	-4.3	-4.7
S=c1nc[nH]c2nc[nH]c12	-0.3&-1.5	10.5&-16.8	8.2	82.3&86.5	4.0&6.0	-0.5&-6.5	80.2&85.9	6.0&5.7	3.5&11.6
COc1ccccc1/C=C1\SC(=S)N(CCC(=O)NCCCN2CCOCC2)C1=O	21.1	3.0	-2.7	103.4	0.0	-1.1	104.7	10.4	1.0
COc1ccc(OC)c(CNC(=O)C2CCN(C(=O)N(C)C)CC2)c1	-0.9	-1.1	-2.2	102.5	0.0	-2.8	103.7	0.8	-2.7
CC(C)P(=O)(c1cccc(C(=O)O)c1)C(C)C	-7.8	8.8	1.7	93.5	1.0	-4.1	99.2	2.4	3.9
CCc1cc[n+](-c2nc3ccccc3nc2C(=C=[N-])C#N)cc1	5.3	-20.9	-2.4	110.2	6.0	2.9	x	4.5	6.4
Cc1cccc2cc(C(c3nnnn3Cc3ccccc3)N3CCN(C)CC3)c(=O)[nH]c12 (stereo unspecified)	7.9	8.9	-0.2	99.5	5.0	1.3	97.7	10.7	-3.8
Cc1cc(C)c(NC(=O)CS(=O)CC(=O)N2CCN(c3cccc(C)c3C)CC2)c(C)c1 (stereo unspecified)	1.5	10.6	1.2	96.0	2.0	0.9	99.5	-0.2	0.1
CCOc1ccc(-n2c(SCC(=O)NCc3ccco3)nc3ccccc3c2=O)cc1	6.1	2.5	1.2	94.8	1.0	0.9	96.1	2.8	5.9
CCOC(=O)N1CCN(C(=O)Nc2ccc3oc(C)nc3c2)CC1	7.0	9.1	-0.4	96.8	0.0	2.9	92.3	6.2	5.6
CN(C)S(=O)(=O)c1ccc(C(=O)NNC(=O)C2COc3ccccc3O2)cc1 (stereo unspecified)	14.3	8.9	0.9	101.8	2.0	-5.0	103.2	4.4	-7.0
Cc1cc(C)cc(N(CC(=O)N2CCC(C)CC2)S(=O)(=O)c2ccccc2)c1	-9.7	31.3	1.7	93.4	3.0	-2.9	85.6	-5.8	3.6
CCOC(=O)N1CCN(C(=O)CSc2ccc3nnc(-c4ccccn4)n3n2)CC1	4.0	1.9	-1.9	104.0	2.0	0.2	95.9	4.6	7.0
O=C(OCC(=O)N1CCC(Cc2ccccc2)CC1)c1ccccc1O	x	19.1	x	94.5	1.0	x	94.5	x	-0.3
Cc1onc(-c2ccccc2Cl)c1C(=O)NCc1ccccc1	-1.0	9.7	0.6	106.9	2.0	-1.8	96.0	2.0	3.9
O=C(c1ccccc1)c1ccc(OCC(O)CN2CCN(Cc3ccccc3)CC2)cc1 (stereo unspecified)	4.7	11.6	0.8	93.7	1.0	-6.0	88.7	1.2	2.8
CCS(=O)(=O)N1CCC(C(=O)OCC(=O)c2ccc(Br)cc2)CC1	5.1	-3.5	0.3	94.4	0.0	-4.0	85.4	2.7	3.7
CC(=O)Nc1sc(C)c(C)c1C(=O)OCC(=O)NCc1ccc(Cl)cc1	-1.0	1.3	x	95.4	3.0	x	92.8	2.7	-1.3
O=C(CSCc1ccccc1)NNc1c(F)c(F)cc(F)c1F	-2.7	-1.1	0.7	95.1	7.0	-5.9	90.8	3.7	-3.5
CCOc1ccc(NC(=O)NNC(=O)c2ccc3ccccc3c2O)cc1	8.0	1.5	-0.2	102.5	6.0	5.3	121.4	-1.9	5.2
Nc1ccccc1-c1nnc(SCC(=O)Nc2ccccc2OC(F)F)[nH]c1=O	x	3.0	x	105.2	0.0	x	119.3	x	4.8
O=C(CCn1c(=O)oc2ccccc21)Nc1cccc([N+](=O)[O-])c1	0.9	-4.4	1.5	96.5	0.0	-9.8	102.1	3.3	6.4
CCCc1cc(C(=O)Nc2ccc(CC)cc2)no1	-7.6	-19.4	-0.4	95.4	2.0	0.2	95.0	0.6	-5.7
O=S(=O)(Nc1cccc(-c2ccc(N3CCOCC3)nn2)c1)c1ccc(Cl)c(Cl)c1	8.1	-14.3	0.2	106.6	0.0	-3.9	98.6	7.5	-4.4
CCC(=O)Nc1ccc(OCc2nnc3c4ccccc4c(C)nn23)cc1	7.5	-2.6	-0.2	105.7	0.0	-3.5	108.2	6.5	-7.1
Cc1cc(C)c(C(=O)N(C)CC2CCCN(CCc3ccccc3F)C2)o1 (stereo unspecified)	-1.5	1.7	4.3	93.2	4.0	-1.4	101.0	-0.9	10.9
CCCCC/C=C/C1=CC(=O)C[C@H](c2ccc(OC)c(OC)c2)C1	-6.5	29.9	x	110.2	2.0	x	103.7	-0.9	3.5
O=C(O)c1ccc(-c2ccc(/C=c3/sc4nc5ccccc5n4c3=O)o2)cc1Cl	40.0*	-53.6	-19.3	u	80.0*	12.6	u	14.4	-6.9
OC(c1ccccc1)(c1ccccc1)c1ncc[nH]1	-0.2	-1.1	0.4	103.5	0.0	2.7	98.5	2.0	-4.5
COc1ccccc1NC(=O)c1ccc2c(c1)C(=O)N(c1ccccc1OC)C2=O	0.7	3.7	0.7	104.4	1.0	-0.2	102.5	4.1	1.1
CC(NS(=O)(=O)c1ccc(Br)cc1)C(=O)NC1CCCCCC1 (stereo unspecified)	x	24.6	3.3	88.6	2.0	x	87.3	x	x
CC1(C)Cc2ccccc2C(COc2ccccc2)=N1	x	-0.6	3.7	95.2	0.0	x	102.3	x	x
Cc1ccc(C)c(-c2csc(N/N=C/c3ccco3)n2)c1	3.9	11.7	-2.2	102.9	0.0	-0.8	96.6	-0.1	2.3
C/C(CS(=O)(=O)c1ccc(Cl)c(Cl)c1)=N/NC(N)=S	2.8	14.5	-1.3	119.9	4.0	-3.4	116.8	6.3	-3.5
C[N+](C)(C)CCNC(=O)c1c(O)c2c([nH]c1=O)CCCC2	-10.4	-7.5	1.1	103.5	1.0	0.0	x	-13.9	3.2
CC(=O)N(CCc1ccccc1)Cc1cc2ccc(C)c(C)c2[nH]c1=O	-6.5	7.4	-0.4	101.1	0.0	-1.6	99.8	-8.0	1.0
CC(=O)Nc1c(NC(C)(C)C)c2ccccc2oc1=O	4.6	2.9	0.1	105.1	2.0	-0.8	101.5	3.4	3.7
NNC(=O)c1sc2cc(C(F)(F)F)cnc2c1-c1ccccn1	1.5	-8.0	-0.2	96.9	0.0	-1.7	101.8	1.1	3.8
CC(Sc1nccn1C)C(=O)c1ccc(Br)cc1 (stereo unspecified)	-1.9	4.5	-1.3	105.8	3.0	2.2	109.6	2.2	3.9
CCOC(=O)c1cn(CC(=O)Nc2cccc(F)c2)nn1	-5.0	22.3	-1.4	99.7	4.0	-1.6	97.8	-2.7	-0.7
CC1CN(C(=O)CCC(=O)NC2CCN(Cc3ccccc3)CC2)c2ccccc2O1 (stereo unspecified)	-6.5	10.6	2.0	88.2	4.0	-9.5	82.2	0.0	1.3
Fc1ccccc1Nc1nc2ccccc2n2nnnc12	23.1	-188.8	u	94.5	0.0	-0.4	102.8	24.3	-2.9
CN(C)S(=O)(=O)c1ccc(C(=O)N2CC(=O)Nc3ccc(F)cc3C2c2ccc(F)cc2)cc1 (stereo unspecified)	-0.9	2.9	0.2	114.4	0.0	3.7	115.6	3.6	-3.4

# The results go on.
structure	MCL1 BIM primary	VLA-4 inh	MEX-5 binding	AGP1-GFP MLPCN	GRK2 inh	Fam108B inh	CIT2 TOR yeast	Bcl-xL primary	GLD-1 RNA inh
C=CCN1C(=O)C(O)(CC(=O)c2ccc(-n3cccc3)cc2)c2ccccc21 (stereo unspecified)	2.3	-12.6	1.4	100.3	1.0	-0.9	99.2	6.0	7.4
Cc1cc(N(CCO)CCO)nc(-n2nc(C)cc2C)n1	25.1	-17.8	9.4	98.8	0.0	1.3	98.7	0.5	5.7
O=C(NCCc1ccccc1)c1ccc(CS(=O)(=O)Cc2ccc(F)cc2)o1	6.0	1.1	-3.4	93.5	0.0	3.8	95.2	3.1	2.5
Cc1cc(OCC(=O)Nc2ccncc2)cc(C)c1Cl	5.5	7.5	0.2	105.4	6.0	-3.6	108.8	1.1	-0.6
CCCOC(=O)CC1C(=O)NCCN1Cc1cc(OC)cc(OC)c1 (stereo unspecified)	7.5	2.5	-0.3	100.9	3.0	4.2	104.7	1.1	9.6
COc1ccc(NC(=O)C(=O)NCCO)cc1Cl	9.5	-2.0	-1.0	95.0	3.0	-0.9	100.0	8.6	5.2
CCOc1cc(NC(=S)NCc2ccco2)c(OCC)cc1NC(C)=O	11.1	7.2	-0.5	94.8	2.0	0.6	91.7	5.2	-1.8
O=C(NC1CCCCC1)C1CCCN(S(=O)(=O)c2ccc(Br)s2)C1 (stereo unspecified)	4.0	15.7	0.6	98.5	2.0	-1.8	95.8	7.5	-3.5
COc1ccc(CNC(=O)c2nccnc2CO)cc1	x	17.7	-0.1	99.1	0.0	x	101.6	x	x
COCCCn1c(SCC(=O)Nc2ccc(NC(C)=O)cc2)nc2sc3c(c2c1=O)CCC3	9.0	-7.9	1.5	89.5	1.0	7.1	107.1	7.0	11.0
O=C(Nc1cccc(Cl)c1)c1ccc(OC(=S)N2CCOCC2)cc1	7.4	-2.6	2.0	101.8	0.0	-3.9	83.1	3.2	4.7
CCCCCNS(=O)(=O)c1cc(C)ccc1OC	14.2	9.8	1.4	94.1	0.0	2.9	96.8	6.6	1.4
CCN(CC)S(=O)(=O)c1ccc(N2CCCC2)c(NC(=O)c2ccc(N3CCCC3=O)cc2)c1	6.7	0.2	0.7	101.8	0.0	-2.1	90.1	5.7	6.7
CCCCc1cc(=O)oc2cc(C)cc(OCC(=O)Nc3cccnc3)c12	-3.3	-0.9	0.8	100.6	0.0	-5.6	105.4	-0.4	4.8
Cc1cc(C)n2nc(CC(=O)NCc3ccccc3Cl)nc2n1	13.7	-4.0	-0.4	95.1	2.0	-3.6	101.8	7.2	6.1
